Screens deposited in PubChem by National Center for Advancing Translational Sciences (NCATS).
TRPV1 agonist: activates the human vanilloid receptor TRPV1; Q8NER1; TRPV1-expressing cells, Fluo-8 calcium influx, agonist mode; activation, % at 8.33 µM; 0.19% of 320,000 active; AID 540275; in the data active = activation above about 80%; inconclusive = between about 30% and that limit; also: 0% is about no effect
Target sequence (Q8NER1 whole entry, looked up): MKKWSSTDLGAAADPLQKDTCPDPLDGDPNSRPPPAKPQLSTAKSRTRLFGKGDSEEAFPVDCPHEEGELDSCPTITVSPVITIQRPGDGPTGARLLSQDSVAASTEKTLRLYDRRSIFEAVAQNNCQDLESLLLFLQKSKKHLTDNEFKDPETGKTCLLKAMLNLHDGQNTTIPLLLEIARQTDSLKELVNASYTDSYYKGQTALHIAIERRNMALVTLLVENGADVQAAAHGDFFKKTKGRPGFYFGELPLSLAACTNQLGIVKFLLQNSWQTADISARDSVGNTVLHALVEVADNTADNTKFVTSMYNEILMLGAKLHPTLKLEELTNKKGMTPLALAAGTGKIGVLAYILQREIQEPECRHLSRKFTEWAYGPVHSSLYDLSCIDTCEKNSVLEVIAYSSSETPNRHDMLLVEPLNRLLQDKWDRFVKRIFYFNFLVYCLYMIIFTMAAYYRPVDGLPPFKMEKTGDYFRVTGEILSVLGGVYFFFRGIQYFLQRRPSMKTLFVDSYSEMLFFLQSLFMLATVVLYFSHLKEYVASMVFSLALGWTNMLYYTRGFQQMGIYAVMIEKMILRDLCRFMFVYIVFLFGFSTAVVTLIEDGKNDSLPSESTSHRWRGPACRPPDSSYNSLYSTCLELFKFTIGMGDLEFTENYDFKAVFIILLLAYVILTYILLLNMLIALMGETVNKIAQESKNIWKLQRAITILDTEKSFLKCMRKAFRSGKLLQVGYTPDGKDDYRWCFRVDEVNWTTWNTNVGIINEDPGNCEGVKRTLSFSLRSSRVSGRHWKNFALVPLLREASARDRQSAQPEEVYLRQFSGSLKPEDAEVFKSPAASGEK
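Cells expressing TRPV1 were dye-loaded with Fluo-8 and read kinetically: 10 s baseline, 3 min after compound (agonist portion), then 2 min after EC20 capsaicin (allosteric enhancer portion). Calcium-bound dye fluorescence at 480/520 nm.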
Eya2 phos inh: blocks the phosphatase activity of human Eya2; O00167; recombinant Eya2, OMFP fluorescence dephosphorylation (OMFP is methylfluorescein phosphate); Potency, µM (series often up to 76.9 µM), for inactives: top-dose activity, negative = inhibition, usual class: inhibitors; 0.006% of 330,000 active; also: potency is read from the fitted curve at half-maximal effect; % is scaled to controls: 0 for no effect and ±100 for the full control effect
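Eya2 protein (added as 0.2 uM solution) was preincubated with compound for 10 min at ambient temperature in 50 mM HEPES pH 7.5, 50 mM NaCl, 5 uM MgCl2, 0.05% BSA, 1 mM DTT. OMFP (added at 50 uM) then reacted 10 min; fluorescence read at 485/525 nm.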
BRCA1 expr act: BRCA1 expression activation; 1.1% of 380,000 active; Potency, µM (top dose mostly 46.1 µM), without a hit: top-dose activation, hits mostly activators; MCF7-BRCA1-FFLuc reporter, luminescence, 48 h; response scale: scaled: vehicle 0%, 10 µM genistein 100%; also: potency is read from the fitted curve at half-maximal effect; nearly all actives have a fitted effect of over 80% in size; some results filed as inactive show a strong effect at the top dose
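Reporter cells (MCF7, BRCA1 promoter-firefly luciferase) received library compounds across a concentration series for 48 h. End-point luminescence was measured and concentration-effect curves derived after normalization.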
p53 reactivation: mutant p53 re-activation in reporter cells | AID 504706 | Potency, µM (series often up to 92.2 µM), without a hit: at the highest dose activity change, positive = activation, most hits filed as activators | 0.063% of 320,000 active | H1299 p53-A138V BP100-luciferase reporter, luminescence, 24 h; also: potency is read from the fitted curve at half-maximal effect; % of control where 0% means no effect; nearly all actives have a fitted effect of over 45% in size
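p53-null H1299 cells stably carrying temperature-sensitive p53-A138V and a BP100-luciferase reporter were pinned with compounds (4-point, 1:5 series) and held 24 hrs at 37 deg C. Luminescence was read 10 min after detection reagent.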
ASM inhibitor: inhibitors of human secretory acid sphingomyelinase; 0.006% of 340,000 active; AID 504937; Potency, µM (titrated, usually from 57.5 µM), for inactives: at the highest dose activity change, negative = inhibition, actives largely listed as inhibitors; placental ASM, HMU-PC fluorogenic substrate, 60 min; also: potency is read from the fitted curve at half-maximal effect
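Fluorogenic HMU-PC substrate (9 uM final) is turned over by placental ASM in 60 min at 37 C after a 10 min compound preincubation. Reaction ended by alkaline stop (pH 10), with fluorescence read at 386/447 nm.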
B2AR arrestin: agonists driving beta-arrestin recruitment to human beta2-adrenergic receptor; P07550; beta-arrestin recruitment to beta2AR, cell-based reporter; Potency, µM (doses to about 46.1 µM), inactives show top-dose activation, actives largely listed as activators; 0.02% of 330,000 active;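 also: potency is read from the fitted curve at half-maximal effect; 0% = DMSO controls and full agonism = EC100 isoproterenol or metaproterenol; nearly all actives have a fitted effect of over 65% in size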
Integrin act MD: activators of alpha7 integrin expression for muscular dystrophy; alpha7betagal myoblasts, beta-gal FDG fluorescence, 48 h; 0.064% of 350,000 active; Potency, µM (doses to about 38.3 µM), without a hit: at the highest dose activation, usual class: activators; AID 624291;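 also: potency is read from the fitted curve at half-maximal effect; 100% = response of the positive control SU9516; nearly all actives have a fitted effect of over 60% in size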
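alpha7betagal+/- myoblasts (passage 13, 250/well) treated 48 h at 37C with compounds at 1:260 dilution of DMSO stock. Lysed, then beta-galactosidase activity read as FDG fluorescence (ex 480/em 540) after 30 min, with pre-read for autofluorescence.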
uPA surface inh: blocks generation of uPA at the cell surface | cell surface uPA generation assay, qHTS | Potency, µM (top dose mostly 38.3 µM), for inactives: at the highest dose activity change, negative = inhibition, hits mostly inhibitors | 0.31% of 330,000 active; active = well fitted inhibition curve with a large enough effect; inconclusive = small, poorly fitted or top-dose-only effect; inactive = no such curve, though single readings can be large or run the other way; tested in mouse RAW 264.7 cells; also: potency is read from the fitted curve at half-maximal effect; % is scaled to controls: 0 for no effect and ±100 for the full control effect; nearly all actives have a fitted effect of over 55% in size
TSG101-PTAP inh: blocks PTAP/TSG101 interaction to inhibit HIV-1 budding; Q99816; Fluorescence polarization, FITC-PTAP peptide / Tsg101 binding; Potency, µM (top dose mostly 115 µM), inactives show top-dose activity change, negative = inhibition, hits mostly inhibitors; 340,000 tested, under 10 active; AID 493005; active = well fitted inhibition curve with a large enough effect in the main read-out, with a control signal flat, not every such curve was filed as active; inconclusive = small, poorly fitted or top-dose-only effect, or effect the other way, or a change in a side signal; inactive = no such curve, though single readings can be large or run the other way; also: potency is read from the fitted curve at half-maximal effect; % of control where 0% means no effect
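Tsg101 binding domain (10 uM final) was mixed with compound and a FITC-labeled PTAP peptide (50 nM final) in HEPES pH 7.5 buffer with NaCl, Tween 20, EDTA and TCEP; fluorescence polarization was read after 20 min at r.t.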
ELG1 genotoxic: genotoxicity induction in ELG1-luciferase HEK293T cells. 1.3% of 330,000 active. Potency, µM (top dose mostly 46 µM), inactives show at the top dose activity change, positive = activation, hits mostly activators. HEK293T ELG1-luciferase reporter, luminescence, 16 h; also: potency is read from the fitted curve at half-maximal effect; % of control where 0% means no effect; nearly all actives have a fitted effect of over 60% in size
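ELG1-luciferase HEK293T cells, 2,000/well; compound pinned in; 16 hr, 37 °C, 5% CO2; ONE-Glo, 30 min RT; luminescence on CCD imager.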
USP2a inh: blocks human ubiquitin-specific protease USP2a. O75604. 0.01% of 330,000 active. Potency, µM (highest dose often 38.3 µM), inactives show at the highest dose activity change, negative = inhibition, usual class: inhibitors. AID 463254. USP2 core, Ub-CHOP2 coupled fluorogenic reporter, 485/531;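 also: potency is read from the fitted curve at half-maximal effect; plate controls were DMSO wells for no effect and full inhibition by NEM control for full effect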
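USP2 core (10nM final) preincubated 30min RT with compound in 20mM Tris-HCl pH 8.0, 2mM CaCl2, 2mM beta-mercaptoethanol, 0.05% CHAPS; 25nM Ub-CHOP2 plus 25nM reporter substrate added, fluorescence (Ex485/Em531) read after 60min.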
Active calls of the source: *; ? = inconclusive; / = not tested or not shown; & = joins results of further samples. Unless noted, calls follow the shape of the dose curve; as a rule, active = well fitted curve in the direction sought with a large enough effect; inconclusive = small, poorly fitted or top-dose-only effect, or another doubt; inactive = no such curve, though single readings can be large; an effect the other way counts as inactive or inconclusive.

entry	Structure	TRPV1 agonist	Eya2 phos inh	BRCA1 expr act	p53 reactivation	ASM inhibitor	B2AR arrestin	Integrin act MD	uPA surface inh	TSG101-PTAP inh	ELG1 genotoxic	USP2a inh
1	CCOc1ccc(NC(=O)C2CCCN2C(=O)OCc2ccccc2)cc1 (stereo unspecified)	-1	-6%	6%	-2%	-2%	-0.3%	-36%	1%	-2%	-2%	-2%
2	COc1ccc(N(CC(=O)NCCSc2ccccn2)S(=O)(=O)c2ccc(C)cc2)cc1OC	0	-24%	-13%	-1%	7%	-0.4%	6%	5%	-5%	-4%	-1%
3	COc1ccc(N(CC(=O)Nc2ccc(C(N)=O)cc2)S(=O)(=O)c2ccc(C)c([N+](=O)[O-])c2)cc1	14	-12%	-55%	13%	-2%	-0.3%	12%	2%	3%	-3%	-1%
4	Cn1nnc2cc(C(=O)NC(C)(C)C)ccc21	-1	-11%	5%	2%	-1%	-0.1%	0%	3%	-4%	0%	0%
5	CC(C)c1ccccc1NC(=O)COC(=O)c1cc([N+](=O)[O-])ccc1N1CCOCC1	20	-4%	-14%	-6%	-4%	-0.4%	6%	4%	-4%	2%	-1%
6	O=C(NC1CCN(c2ncccn2)CC1)c1ccccc1Cl	-7	-2%	7%	-2%	0%	0.0%	-1%	-1%	5%	0%	1%
7	Cc1ccc(S(=O)(=O)N2CCCCC2C(=O)Nc2ccc(N(C)C)cc2)cc1 (stereo unspecified)	/	-4%	-20%	5%	2%	-0.4%	-22%	-1%	-6%	-2%	0%
8	COc1cc(OC)c(NS(=O)(=O)c2cc(C(=O)OC(C)C(=O)NC3CC3)c(Cl)cc2Cl)cc1Cl (stereo unspecified)	-2	3%	-15%	-11%	-6%	?	14%	-4%	-1%	3%	-2%
9	Cc1cccc(N(C(=O)C(F)(F)F)C(C(=O)NC2CCCCC2)c2cccs2)c1 (stereo unspecified)	/	-3%	0%	2%	-1%	0.0%	0%	-10%	-4%	6%	-1%
10	COc1ccc(C(=O)N/C(=C\c2cn(C)c3ccccc23)C(=O)NCCCN2CCOCC2)cc1OC	1	6%	0%	/	1%	0.4%	-34%	6%	-1%	1%	-1%
11	C[C@H](CO)N1C[C@H](C)[C@@H](CN(C)C(=O)NC2CCCCC2)Oc2c(NS(=O)(=O)c3ccccc3)cccc2C1=O	/	-28%	-41%	-1%	6%	-0.1%	8%	-15%	-2%	0%	4%
12	O=C1c2cccnc2C(Nc2ccc(Cl)cc2)N1Cc1cccs1 (stereo unspecified)	?	1%	-9%	-8%	-6%	-0.1%	-9%	-8%	0%	0%	-8%
13	CCCC(=O)Nc1cc(S(=O)(=O)N2CCCCC2)ccc1N1CCOCC1	-1	5%	-4%	8%	7%	-0.1%	?	1%	-5%	1%	2%
14	CCOc1cc(C2CC(=O)N3CN(C4CCCCC4)CSC3=C2C#N)ccc1O (stereo unspecified)	1	4%	-4%&5%	-3%	-1%	-0.5%	-18%	-5%	-3%	-11%	1%
15	CC1(CC(=O)N/N=C/c2ccc(-c3ccc(C(=O)O)cc3)o2)OCCO1	2	-31%	14%	6%	33%	-0.9%	-3%	9%	1%	4%	-1%
16	CC(/C=N/NC(=O)c1cc(-c2ccc(C)o2)[nH]n1)=C\c1ccccc1	-6	2%	-30%	8%	-1%	-0.3%	-3%	?	-4%	-1%	-1%
17	O=C(O)C1CCCN1c1ncnc2ccccc12 (stereo unspecified)	-1	1%	-7%	1%	0%	-0.8%	-3%	-6%	-6%	1%	0%
18	COc1ccc(CC(NC(C)=O)C(=O)NC2CCN(C(=O)c3cccc(Cl)c3)CC2)cc1OC (stereo unspecified)	-1	-5%	0%	4%	4%	0.3%	-24%	8%	-5%	0%	2%
19	O=C(CCNC(=O)N1CC(=O)Nc2ccccc21)Nc1ccc(Cl)cc1	-1	0%	0%	14%	0%	0.4%	39%	5%	-6%	2%	-1%
20	Cc1ccc(-n2c(SCc3ccc(C(=O)O)cc3)nnc2-c2ccncc2)cc1	0	5%	8%	-4%	5%	0.2%	6%	4%	-8%	-2%	2%
21	CC(C)Cn1c(SCC(=O)N(C)C2CCS(=O)(=O)C2)nc2cc(Cl)ccc2c1=O (stereo unspecified)	11	3%	-24%	-1%	/	-0.3%	-8%	-11%	0%	-2%	2%
22	COc1cccc(-c2ncc3ccccc3c2COC(=O)c2ccccc2C(=O)O)c1	1	6%	0%	-7%	4%	0.2%	-19%	0%	-2%	1%	4%
23	CC1(OC(=O)C2CCCC2)C(=O)C=C2C=C(c3ccsc3)OC=C2C1=O (stereo unspecified)	1	-15%	-3%	6%	-3%	0.1%	0%	10%	-9%	2%	7%
24	COc1cc(C(=O)NCc2nnc(SCC(=O)Nc3cccc(C(F)(F)F)c3)o2)cc(OC)c1OC	1	8%	-3%	-6%	1%	0.3%	?	2%	-5%	-2%	0%
25	CC(C)NS(=O)(=O)c1ccc2c3c(cccc13)CC2	-2	-11%	-31%	-2%	-1%	0.0%	12%	3%	-4%	-9%	8%
26	N#C/C(=C\c1cn[nH]c1-c1ccccc1)C(=O)NC1CCCCCC1	/	-7%	-52%	4%	-10%	-0.2%	11%	/	-1%	0%	1%
27	CCc1ccc(NC2=NC(C(=O)c3ccccc3)CC(=O)N2)cc1 (stereo unspecified)	1	9%	8%	-7%	0%	-0.1%	4%	3%	-2%	2%	0%
28	Nc1nc(C(=O)N2CCOCC2)nn1C(=O)c1ccc(Cl)cc1	-2	8%	0%	-1%	10%	0.1%	2%	4%	1%	0%	-1%

Arranged by SMILES length (descending): three of the compounds above.
entry	Structure	TRPV1 agonist	Eya2 phos inh	BRCA1 expr act	p53 reactivation	ASM inhibitor	B2AR arrestin	Integrin act MD	uPA surface inh	TSG101-PTAP inh	ELG1 genotoxic	USP2a inh
10	COc1ccc(C(=O)N/C(=C\c2cn(C)c3ccccc23)C(=O)NCCCN2CCOCC2)cc1OC	1	6%	0%	/	1%	0.4%	-34%	6%	-1%	1%	-1%
20	Cc1ccc(-n2c(SCc3ccc(C(=O)O)cc3)nnc2-c2ccncc2)cc1	0	5%	8%	-4%	5%	0.2%	6%	4%	-8%	-2%	2%
27	CCc1ccc(NC2=NC(C(=O)c3ccccc3)CC(=O)N2)cc1 (stereo unspecified)	1	9%	8%	-7%	0%	-0.1%	4%	3%	-2%	2%	0%

Retrieved one by one from above:
entry	Structure	TRPV1 agonist	Eya2 phos inh	BRCA1 expr act	p53 reactivation	ASM inhibitor	B2AR arrestin	Integrin act MD	uPA surface inh	TSG101-PTAP inh	ELG1 genotoxic	USP2a inh
7	Cc1ccc(S(=O)(=O)N2CCCCC2C(=O)Nc2ccc(N(C)C)cc2)cc1 (stereo unspecified)	/	-4%	-20%	5%	2%	-0.4%	-22%	-1%	-6%	-2%	0%
20	Cc1ccc(-n2c(SCc3ccc(C(=O)O)cc3)nnc2-c2ccncc2)cc1	0	5%	8%	-4%	5%	0.2%	6%	4%	-8%	-2%	2%
1	CCOc1ccc(NC(=O)C2CCCN2C(=O)OCc2ccccc2)cc1 (stereo unspecified)	-1	-6%	6%	-2%	-2%	-0.3%	-36%	1%	-2%	-2%	-2%
12	O=C1c2cccnc2C(Nc2ccc(Cl)cc2)N1Cc1cccs1 (stereo unspecified)	?	1%	-9%	-8%	-6%	-0.1%	-9%	-8%	0%	0%	-8%
17	O=C(O)C1CCCN1c1ncnc2ccccc12 (stereo unspecified)	-1	1%	-7%	1%	0%	-0.8%	-3%	-6%	-6%	1%	0%
22	COc1cccc(-c2ncc3ccccc3c2COC(=O)c2ccccc2C(=O)O)c1	1	6%	0%	-7%	4%	0.2%	-19%	0%	-2%	1%	4%
